Assay outcomes deposited in PubChem BioAssay by Broad Institute.
RAD52 inh: RAD52 (human) annealing inhibition | 0.46% of 360,000 active | inhibition, % at 18.7 µM | recombinant RAD52 DNA annealing, FRET fluorescence | P43351;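 active means every replicate showing at least 50% inhibition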
ERAP1 inh: inhibitors of human ERAP1 aminopeptidase; Q9NZ08; recombinant ERAP1, Leu-AMC fluorescence, 60 min; inhibition, % at 10.7 µM; 0.15% of 340,000 active;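 active means mean replicate inhibition of at least 30%, or all replicates individually reaching that 30% level; inactive means mean below 30% and not every replicate reaching it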;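 further: 0% = neutral control wells and 100% = L-leucinethiol positive control wells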
Target sequence (Q9NZ08 whole entry, looked up): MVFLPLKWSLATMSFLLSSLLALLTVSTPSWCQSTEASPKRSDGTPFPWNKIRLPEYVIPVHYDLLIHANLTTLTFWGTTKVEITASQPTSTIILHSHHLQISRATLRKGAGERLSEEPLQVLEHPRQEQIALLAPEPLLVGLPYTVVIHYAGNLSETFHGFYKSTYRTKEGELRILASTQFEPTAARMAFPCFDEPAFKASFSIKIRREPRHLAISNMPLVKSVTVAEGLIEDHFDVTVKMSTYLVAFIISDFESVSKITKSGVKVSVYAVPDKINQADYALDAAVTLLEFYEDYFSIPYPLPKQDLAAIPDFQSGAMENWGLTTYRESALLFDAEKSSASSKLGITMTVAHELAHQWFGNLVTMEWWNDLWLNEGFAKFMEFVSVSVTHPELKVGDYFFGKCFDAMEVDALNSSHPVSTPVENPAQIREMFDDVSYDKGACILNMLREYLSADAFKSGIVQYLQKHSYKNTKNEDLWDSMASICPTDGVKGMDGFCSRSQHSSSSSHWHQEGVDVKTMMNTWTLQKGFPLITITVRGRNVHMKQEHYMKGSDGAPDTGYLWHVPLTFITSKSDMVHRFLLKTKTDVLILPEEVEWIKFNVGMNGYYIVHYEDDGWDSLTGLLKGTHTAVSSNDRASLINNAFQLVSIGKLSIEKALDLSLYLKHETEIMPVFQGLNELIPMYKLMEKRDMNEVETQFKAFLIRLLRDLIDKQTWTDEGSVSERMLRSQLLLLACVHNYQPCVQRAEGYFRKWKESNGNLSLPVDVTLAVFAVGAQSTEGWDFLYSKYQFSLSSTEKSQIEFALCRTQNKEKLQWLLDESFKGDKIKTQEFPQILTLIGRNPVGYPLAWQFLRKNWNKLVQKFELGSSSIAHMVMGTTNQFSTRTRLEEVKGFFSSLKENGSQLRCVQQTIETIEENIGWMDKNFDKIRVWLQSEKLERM
RAD54 inh: blocks human RAD54 Holliday junction branch migration | Q92698 | FAM/BHQ fluorescence | inhibition, % at 10.4 µM | 0.14% of 360,000 active | AID 602329;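 active means mean normalized replicate activity at least 40 and at least half of replicates scoring 40 or more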;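 further: 0% = median of neutral control wells and 100% = median of positive control wells; inhibitors cause a drop in the FAM fluorescence signal; in these data hits start at about 50%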
Xi reactivation: activators of X-chromosome reactivation in mouse fibroblasts; XiGFP mouse fibroblasts, % GFP-positive cells imaging, 3 d; cells co-treated with 5-aza-dC sensitizer; scaled so ellipticine positive control = 100%; activation, % at 7.58 µM; 0.055% of 360,000 active; AID 743238;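 active means mean normalized replicate activation at least 10% and every replicate at or above 10%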;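 further: 0% = median of on-plate neutral control wells and 100% = ellipticine 6 µM median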
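System: XiGFP fibroblasts, SV40-immortalized. Medium: DMEM plus 5-aza-dC sensitizer. Doses: single point. Timing: 3 d treatment, 15 min room-temperature fixation. Control set: ellipticine 6 µM.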
INS-1E GSIS act: GLuc luminescence reporter in INS-1E cells, primary screen for activators of glucose-dependent secretion of insulin; INS-1E GLuc reporter insulin secretion, 2-3 h; activation, % at 16.6 µM; 0.61% of 370,000 active;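 active means lowest replicate activation of at least 40%, so every replicate reaches that level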;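 further: 0% = median of neutral control wells and 100% = median of IBMX positive control wells; some compounds called inactive have numbers as strong as hits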
esBAF inh: SWI/SNF esBAF complex inhibition; AID 602393; 2% of 350,000 active; reporter increase, % at 12.5 µM; mouse ES cells, Bmi1-luciferase knock-in reporter, 24 h; 100% = twice the neutral-well signal; in the data active means activation above about 40%;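 further: 0% = median of the plate's neutral control wells and 100% = double that signal; a rise in the Bmi1 reporter signal indicates esBAF inhibition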
CFTR F508del cor: CFTR F508del correction in bronchial cells | CFBE cells, YFP halide quenching; stimulated with forskolin plus potentiator P3; % fluorescence drop versus neutral controls | AID 720511 | 0.36% of 350,000 active | activity (quench increase), % at 7.58 µM;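 active means mean added fluorescence quench of at least 8% versus neutral control, with both replicates also reaching 8%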;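 further: cells transiently co-express mutant CFTR-F508del with the halide-sensitive YFP; corrector assay measuring rescue of mutant channel to the surface after 24 h compound exposure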
ARNT-TACC3 inh: ARNT/TACC3 interaction disruption. AlphaScreen His-ARNT PAS-B/GST-TACC3 binding, luminescence; TACC3 fragment carries E629A point mutation. 0.66% of 390,000 active. AID 623870. inhibition, % at 9.99 µM. Q9Y6A5;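 active means mean inhibition of replicates at least 50% and at least half of replicates each reaching 50%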;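 further: 0% = complete ARNT plus TACC3 wells and 100% = ARNT alone without TACC3; many hits fall short of the cut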
Numbers without * were called inactive; / = no result given; & = joins results of further samples.

Molecule,RAD52 inh,ERAP1 inh,RAD54 inh,Xi reactivation,INS-1E GSIS act,esBAF inh,CFTR F508del cor,ARNT-TACC3 inh
COCC#Cc1cnc2c(c1)C(=O)N([C@@H](C)CO)C[C@@H](C)[C@H](CN(C)C(=O)NC1CCCC1)O2,11,0,-2,-1.0,4,1,1.7,2
CC1(c2nnc(Cc3ccccc3)o2)CC(c2cccc([N+](=O)[O-])c2)=NO1 (stereo not given),-7,-2,-5,0.7,-10,-7,1.8,1
CN(Cc1ccccc1)C1CC(=O)N(c2ccc(C(=O)O)cc2)C1=O (stereo not given),/,/,-13,/,4,-2,/,-4
Cc1ccccc1S(=O)(=O)Cc1ccc(C(=O)NCCCN2CCCC(C)C2)o1 (stereo not given),-5,0,-22,0.0,20,2,-1.7,/
CCCCOc1ccccc1C(=O)NCCCCCC(=O)O,/,/,-11,/,-1,-11,/,-3
COc1ccc(C2NC(=O)N(C)C(C)=C2[N+](=O)[O-])cc1 (stereo not given),-8,3,-3,0.0,1,-3,2.5,1
COc1ccc(C2C(C(=O)C(C)(C)C)=C(O)C(=O)N2Cc2ccccc2)cc1 (stereo not given),/,/,3,0.3,12,/,-0.3,/
Cc1ccc(CNS(=O)(=O)NCc2ccccc2F)cc1,-4,3,10,0.1,-2,1,0.6,/
O=C(OCC(=O)N1CCCC1=O)C1CCN(S(=O)(=O)c2c(Cl)cccc2Cl)CC1,-8,2,-3,0.3,0,-6,-3.0,-8
Nc1sc2c([n+]1CCCS(=O)(=O)[O-])CCCC2,-13,1,/,0.2,4,/,-1.2,-3
COCC(=O)Nc1ccc2c(c1)C(=O)N(C)C[C@H](OC)[C@@H](C)CN(Cc1cccc(F)c1)[C@H](C)CO2,-1,0,-1,-0.3,-18,-1,-2.2,-4
CC(=O)Nc1cccc(Oc2ccc([N+](=O)[O-])cc2Cl)c1,3,18,/,0.2,-3,/,/,/
C[C@@H]1CN([C@H](C)CO)C(=O)c2cc(NC(=O)Nc3ccc4c(c3)OCO4)ccc2O[C@H]1CN(C)Cc1ccc(Cl)c(Cl)c1,23,2,5,0.3,0,5,3.5,-11
COc1cccc(Nc2nc(N)nc(CCl)n2)c1,-15,1,-4,1.1,-12,/,-0.2,3
C[C@@H]1CCCCO[C@@H](CN(C)C(=O)NC2CCCCC2)[C@H](C)CN([C@@H](C)CO)C(=O)c2cc(NC(=O)CCC(F)(F)F)ccc2O1,-16,2,-1,-1.2,-14,10,1.6,-8
Cc1sc2nc(CN3CCCCC3)nc(Nc3ccc4c(c3)OCCO4)c2c1C,72*,-1,/,0.1,-12,/,2.1,-4
COc1ccc(CCNC(=O)/C=C/c2ccc(OC)c(S(=O)(=O)N3CCOCC3)c2)cc1,-70,/,/,0.1,17,-4,-0.5,26
Cc1cccnc1C1=NOC(Cc2ccccc2)C(=O)N1Cc1ccccc1F (stereo not given),8,/,4,0.0,-13,-1,0.7,/
Cc1nc2sc(-c3ccccc3)nn2c(=O)c1Br,-4,-4,-4,0.4,/,-4,/,0
O=C(C[n+]1cc(-c2ccccc2)n2c1CCCCC2)c1ccc(Br)cc1,3,-2,/,0.0,1,/,-1.9,15
Cc1c(Cc2ccccc2)c(NCCCO)n2c(nc3ccccc32)c1C#N,-28,-2,-4,-0.2,3,-2,-0.3,/
CSc1ccccc1C(=O)Nc1nc2ccccc2c(=O)[nH]1,-11,1,/,0.0,-11,/,0.2,-2
CCCc1c(C(=O)O)cnn1-c1ccc(Cl)cc1,-8,2,/,0.2,0,-8,1.2,-5
Cc1noc(C)c1NC(=O)N(C)C[C@@H]1Oc2c(NC(=O)C3CCCCC3)cccc2C(=O)N([C@@H](C)CO)C[C@@H]1C,5,-2,-1,-0.5,13,5,-1.9,-7
O=C(O)C1C2C=CC(C2)C1C(=O)NCc1ccc2c(c1)OCO2 (stereo not given),-10,-1,4,/,-9,6,-2.9,3

Other records
Molecule,RAD52 inh,ERAP1 inh,RAD54 inh,Xi reactivation,INS-1E GSIS act,esBAF inh,CFTR F508del cor,ARNT-TACC3 inh
Cc1cc(N2C(=O)C3C4C=CC(C4)C3C2=O)ccc1NC(=O)c1cccs1 (stereo not given),/,/,-10,-0.1,13,7,/,-3
COc1ccc(CCNCC(=O)Nc2ccc(C(=O)N3CCCCC3)cc2)cc1,-17,-1,-5,0.1,27,8,1.3,-25
Cc1cc(C)nc(SC/C=C/c2ccccc2)n1,-15,1,-33,0.4,-5,24,-0.7,-2
O=C(NCCOc1ccccc1)C1CCC(=O)N(C2CCCCCC2)C1 (stereo not given),-4,-2,4,-0.1,6,2,-0.8,-1
S=C(Nc1ccc2nsnc2c1)N1CCCCCC1,-27,6,/,0.0,11,/,0.8,10
CC(CN1CCCCC1)C(=O)NNC(=O)C12CC3CC(CC(C3)C1)C2 (stereo not given),1,-11,0,0.4,7,-2,0.1,-6
CC(C)NC(=O)C1CCN(S(=O)(=O)c2ccc(N3CCCC3=O)cc2)CC1,3,-1,7,0.0,4,6,0.2,-2
CNC(=S)N(Cc1cc2cc(C)ccc2n2nnnc12)CC(C)(C)CN(C)C,-1,1,-1,0.0,1,6,-0.8,-2
O=C(/C=C/c1ccco1)Nc1ccccc1N1CCOCC1,-9,-3,/,0.1,/,/,/,-4
COc1ccc(S(=O)(=O)Nc2ccc3c(c2)C(=O)N([C@H](C)CO)C[C@H](C)[C@H](CN(C)C(=O)c2ccccc2)OCCCC[C@H](C)O3)cc1,-13,-1,7,0.3,-21,11,-1.0,-7
CCOC(=O)N1CCN(c2c(N3CCc4ccccc4C3)c(=O)c2=O)CC1,-17,2,-11,0.1,6,-2,2.0,8
Cc1cc(NC(=O)C(C)SCC(=O)Nc2nc3c(F)cc(F)cc3s2)no1 (stereo not given),-37,1,-6,0.1,10,20,0.9,3
O=C(Cn1nc(C(=O)O)c2ccccc2c1=O)Nc1ccc(F)cc1F,-15,1,-7,0.2,32,0,-0.9,-2
N#Cc1ccc(-c2ccc3c(c2)[C@@H]2[C@@H](CCN2C(=O)C2CCCC2)[C@@H](CO)N3)cc1,-135,2,/,0.0,41*,/,1.1,/
CCc1cccc(C)c1NC(=O)CN1C(=O)NC(CCc2ccccc2)C1=O (stereo not given),-10,0,3,0.2,3,-5,-2.7,-6
CC(NC(=O)CN1C(=O)COc2ccccc21)c1ccccc1 (stereo not given),-15,-2,-5,/,4,-8,1.2,-6
COc1cccc(-n2nnc3c(=O)n(Cc4ccc(Cl)cc4)cnc32)c1,/,/,2,/,-6,1,/,-3
O=C(Cc1ccc(Cl)cc1)N1CCN(c2ccc(F)cc2)CC1,-14,0,7,0.2,-30,6,0.6,-8
COc1cccc(C(=O)CSc2nnc(COc3cccc4cccnc34)o2)c1,-13,-1,5,/,-7,5,-1.7,4
CCN(C(=O)Cc1c(C(=O)O)n(CC)c2ccccc12)c1cccc(C(F)(F)F)c1,-5,3,1,0.0,0,-7,-1.2,-4
COc1cccc(NC(=O)Nc2ccc3c(c2)C(=O)N(C)C[C@@H](OC)[C@@H](C)CN[C@H](C)CO3)c1,40,3,12,0.2,12,6,-3.3,6
CCN1C(=O)[C@H]2[C@@H](c3ccc(-c4ccc5c(c4)OCO5)cc3)N3CCC[C@@]3(C(=O)OC)[C@H]2C1=O,-7,-11,0,0.1,-14,25,-0.9,0
Cc1ccc(OCC(=O)NCc2ccccc2)c([N+](=O)[O-])n1,-10,0,-7,0.0,-3,/,/,0
CCOC(=O)C(CCCCCCP(=O)(c1ccccc1)c1ccccc1)NC(C)=O (stereo not given),-11,2,-39,0.1,7,-4,-2.9,24
Nc1nc(SCC(=O)N2CCCC2)[nH]c(=O)c1-c1ccccc1,-8,2,-6,/,12,-8,/,/

Taken from the results shown (three entries):
Molecule,RAD52 inh,ERAP1 inh,RAD54 inh,Xi reactivation,INS-1E GSIS act,esBAF inh,CFTR F508del cor,ARNT-TACC3 inh
C[C@@H]1CN([C@H](C)CO)C(=O)c2cc(NC(=O)Nc3ccc4c(c3)OCO4)ccc2O[C@H]1CN(C)Cc1ccc(Cl)c(Cl)c1,23,2,5,0.3,0,5,3.5,-11
COc1cccc(Nc2nc(N)nc(CCl)n2)c1,-15,1,-4,1.1,-12,/,-0.2,3
C[C@@H]1CCCCO[C@@H](CN(C)C(=O)NC2CCCCC2)[C@H](C)CN([C@@H](C)CO)C(=O)c2cc(NC(=O)CCC(F)(F)F)ccc2O1,-16,2,-1,-1.2,-14,10,1.6,-8

Next compounds:
Molecule,RAD52 inh,ERAP1 inh,RAD54 inh,Xi reactivation,INS-1E GSIS act,esBAF inh,CFTR F508del cor,ARNT-TACC3 inh
NC(=O)c1ccc(Br)c(S(=O)(=O)N2CCCCC2)c1,-3,-1,-6,/,7,12,1.0,-2
COC(=O)c1ccc(OCCCCN2CC(C)OC(C)C2)cc1 (stereo not given),-13,-2,-1,0.0,4,-3,0.6,0
Cc1ccc([N+](=O)[O-])cc1NC(=O)C[n+]1ccccc1,4,-3,/,0.2,-6,/,-1.0,-2
O=C(NCc1ccc2c(c1)OCO2)C1CCCN1S(=O)(=O)c1ccc(Cl)cc1 (stereo not given),-4,3,/,0.5,-17,/,2.3,5
CC1CCN(C(=O)CN2C(=O)NC3(CCC(C)CC3)C2=O)CC1 (stereo not given),-6,6,1,0.2,25,1,0.9,6
CCOC(=O)CNC(=O)CSc1nc2c(C)cccc2cc1CC,-13,12,/,0.2,3,/,0.2,/
COc1ccc(-c2ccnc3nc(/N=C/N(C)C)nn23)cc1,-17,4,/,0.0,1,/,-0.7,/
CCC(=O)N1CCC2(CC1)CN[C@@H](CO)c1c2c2ccc(OC)cc2n1C,-4,0,/,0.0,10,/,-0.9,/
O=C(Nc1ccccc1)N1CCCCN2[C@H](C1)[C@H](c1ccc(C3=CCCCC3)cc1)[C@@H]2CO,-7,2,-7,0.1,-5,-3,1.2,-4
COc1ccccc1NC(=O)/C=C/c1ccc2c(c1)OCO2,-4,-2,/,0.3,32,/,5.8,6
OC[C@@H]1[C@H](c2ccc(-c3ccccc3)cc2)[C@H]2CN(Cc3ccccn3)CCCCN12,-20,0,11,0.2,3,/,0.1,/
O=C(NCCc1ccc(Cl)cc1)C1CCC(=O)N(C2CCCCCC2)C1 (stereo not given),-1,-1,0,0.1,4,-3,-0.4,-1
Cc1cc(OCC(=O)Nc2ccc(N3CCN(C)CC3)cc2)ccc1Cl,3,0,2,0.1,20,16,1.5,-1
COc1ccc(S(=O)(=O)Nc2ccc3c(c2)C(=O)N([C@H](C)CO)C[C@H](C)[C@@H](CN(C)C(=O)Nc2ccc(C(F)(F)F)cc2)OCCCC[C@H](C)O3)cc1,-37&-52,1&-3,-5&2,0.0&0.0,-14&26,11&3,5.8&1.4,18
C[C@@H]1CCCCO[C@@H](CN(C)C(=O)CCC(F)(F)F)[C@H](C)CN([C@@H](C)CO)C(=O)c2cc(N(C)C)ccc2O1,-35,1,-29,-0.6,4,0,1.4,9
Cc1ccc(S(=O)(=O)N2CCN(C(=O)c3cc(S(=O)(=O)N4CCOCC4)ccc3F)CC2)cc1,-14,-1,4,0.2,/,-4,2.5,14
COC(=O)C1=C(C)N(Cc2ccc(C(F)(F)F)cc2)C(=NCc2ccc3c(c2)OCO3)NC1c1cccc(Cl)c1 (stereo not given),-37,-1,/,0.7,/,/,-1.9,/
Cc1nc2scc(C)n2c(=O)c1S(=O)(=O)NCCc1ccc(Cl)cc1,-12,1,-1,0.2,0,-3,-1.9,/
COc1ccc2nc3c(nc2c1)CCCC3,-1,0,3,0.0,2,17,1.4,5
CCCOc1ccc(C(C)(O)CN2CCOCC2)cc1 (stereo not given),/,/,-5,/,-3,-13,/,-4
COC(=O)c1cc(C(=O)NCCC(C)C)cc([N+](=O)[O-])c1,-1,-4,-8,-0.1,4,7,/,-6
